# Screening results deposited in PubChem by several laboratories.
# TRPC4 inh = inhibitors of mouse TRPC4 channel. HEK293 TRPC4beta/mu-opioid, DAMGO-evoked Fluo4 calcium flux; stronger effect = lower value. B-score at 10 µM. 0.39% of 300,000 active. AID 2247;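 active = B-score over 3 SD under the library average, no early fluorescence shift, positive overall ratio signal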
#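 Signal: kinetic Fluo4 fluorescence imaging of calcium influx. Material: stable TRPC4beta/mu-opioid receptor HEK293 cells. Probe or stimulus: DAMGO in two steps, submaximal then maximal.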
# TRPC4 potent = TRPC4 (mouse) allosteric potentiation; HEK293 TRPC4beta/mu-opioid, DAMGO EC20, Fluo-4 Ca2+ flux; stronger effect = higher value; B-score at 10 µM; 0.42% of 310,000 active; Q9QUQ5; AID 2227;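 active = B-score of calcium response area above 5 SD of library B-scores, with initial fluorescence ratio within 5 SD of library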;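 also: B-score of integrated fluorescence ratio over time as area under calcium response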
# AI-2 QS mod = Vibrio harveyi AI-2 quorum sensing modulation; 0.4% of 300,000 active; AID 2094; Vibrio harveyi JMH597 AI-2 luminescence/OD600 ratio, 9 h; stronger effect = lower value; strain lacks LuxN and CqsS sensors; 0 = neutral-control median; activity change, % at 7.5 µM; in the data active = activity change below about -75%, passing the limit was not always enough;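 also: luminescence divided by OD600 gain over 9 h not by final OD600 alone; inactives centre near 13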
# TRPC6 act = activators of mouse TRPC6 channel; Q61143; HEK293-TRPC6 membrane potential dye fluorescence; stronger effect = higher value; B-score at 10 µM; 0.13% of 310,000 active;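 active = B-score of the integrated fluorescence ratio above library mean plus 3 SD, and starting fluorescence ratio within library mean plus 5 SD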;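 also: higher score means more depolarization so channel activation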
# Target sequence (Q61143 whole entry, looked up): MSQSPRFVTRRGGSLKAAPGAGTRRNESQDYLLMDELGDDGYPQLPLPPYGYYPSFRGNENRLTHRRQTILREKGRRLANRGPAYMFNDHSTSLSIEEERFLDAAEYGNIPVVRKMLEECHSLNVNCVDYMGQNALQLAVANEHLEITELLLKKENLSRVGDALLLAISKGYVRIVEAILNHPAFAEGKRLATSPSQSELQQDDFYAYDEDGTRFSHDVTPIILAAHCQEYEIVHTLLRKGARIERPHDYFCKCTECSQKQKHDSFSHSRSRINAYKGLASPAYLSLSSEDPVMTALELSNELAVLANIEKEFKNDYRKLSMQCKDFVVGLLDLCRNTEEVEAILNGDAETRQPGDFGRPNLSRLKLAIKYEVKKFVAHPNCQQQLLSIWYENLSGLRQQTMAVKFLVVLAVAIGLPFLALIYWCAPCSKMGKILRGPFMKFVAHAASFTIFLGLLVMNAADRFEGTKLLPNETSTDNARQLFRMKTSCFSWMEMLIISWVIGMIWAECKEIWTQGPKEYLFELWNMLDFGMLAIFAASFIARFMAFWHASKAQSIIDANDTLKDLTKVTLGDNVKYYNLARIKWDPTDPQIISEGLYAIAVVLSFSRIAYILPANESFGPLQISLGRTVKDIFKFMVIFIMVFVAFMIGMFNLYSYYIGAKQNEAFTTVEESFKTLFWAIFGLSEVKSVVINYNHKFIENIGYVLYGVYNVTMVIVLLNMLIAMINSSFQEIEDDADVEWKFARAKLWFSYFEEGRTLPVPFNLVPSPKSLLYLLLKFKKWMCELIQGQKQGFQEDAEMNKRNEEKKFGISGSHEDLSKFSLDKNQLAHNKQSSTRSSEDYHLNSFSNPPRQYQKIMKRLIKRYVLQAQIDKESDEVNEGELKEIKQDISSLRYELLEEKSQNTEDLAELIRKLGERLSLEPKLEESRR
# TRPC6 inh = inhibitors of mouse TRPC6 channel. HEK293-TRPC6, membrane potential dye, ACh-evoked depolarization; stronger effect = lower value. B-score at 10 µM. 1.1% of 310,000 active. AID 2553;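 active = B-score under library mean minus 3 SD, initial fluorescence not abnormally high, positive integrated signal ratio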;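 also: B-score derived from integrated fluorescence ratio over the kinetic read; more negative B-score means stronger inhibition of depolarization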
# MrgX1 agonist = agonists of human MrgX1 receptor | AID 588627 | 0.44% of 310,000 active | MrgX1-HEK293 cells, Fluo-4 calcium fluorescence, agonist mode; stronger effect = higher value | B-score at 10 µM;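 active = calcium response B-score plate-corrected fluorescence ratio at least 3 library SD, with starting fluorescence B-score inside 5 SD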
#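 Test system: HEK293 cells stably expressing human MrgX1 receptor; Input: fifteen thousand cells per well; Dosing: compound delivered in addition one of three; Schedule: overnight seeding, then 1 h dark dye loading; Technique: Fluo-4 NW calcium fluorescence; Measure: B-scored fluorescence response ratio; Controls: positive and negative controls per plate.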
# TRPC4 agonist = TRPC4 (mouse) channel activation | Q9QUQ5 | HEK293 TRPC4beta/mu-opioid, Fluo4 calcium fluorescence; stronger effect = higher value | B-score at 10 µM | 0.49% of 310,000 active;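 active = B-score above 5 SD of library B-scores, and initial fluorescence ratio not above library mean plus 5 SD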;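 also: positive B-score marks a calcium rise read as TRPC4 activation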
#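 Material: TRPC4beta and mu-opioid receptor HEK293 stable cells | Incubation: 45 min room-temperature Fluo4 loading, 110 s read | Detection: Kinetic Fluo4 calcium fluorescence | Measure: Integrated baseline-normalised fluorescence ratio, converted to per-well B score | Benchmarks: Low control buffer alone, high control maximal DAMGO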
# PolyA inh = yeast polyadenylation inhibition | AID 1875 | calls only at 12 µM | S. cerevisiae SKY197-pL101 polyadenylation reporter, beta-gal luminescence; efflux-impaired pdr1/pdr3 knockout yeast; score 100 = 6 SD above DMSO | 0.02% of 300,000 active;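 active = lowest replicate activity score at least 50, where 100 means six control SD above control mean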;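 also: yeast exposed to compound for 9 h at 30 °C; higher score means more reporter readthrough which indicates perturbed polyadenylation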
# MrgX1 PAM = allosterically activates human MrgX1 receptor signaling. AID 588675. 0.63% of 310,000 active. B-score at 10 µM. MrgX1-HEK293, Fluo-4 calcium flux, FDSS; stronger effect = higher value;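 active = plate-corrected calcium response at least 3 library SD above typical, normal starting fluorescence, not activating the receptor alone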;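 also: compound read alongside a low EC10 to EC30 dose of BAM8-22 agonist; peak minus trough fluorescence over baseline measured at the second addition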
# HIF activator = HIF pathway transcriptional activation; U2OS HRE-luciferase reporter, luminescence; normalized: DMSO 0%, desferrioxamine 100%; activation, % at 7.5 µM (by protocol); 0.32% of 300,000 active; AID 1910;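 active = mean activation of at least 10% of the iron chelator positive control signal, with at least half of replicates also reaching 10%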
# MrgX1 antagonist = human MrgX1 receptor antagonism, primary screen. B-score at 10 µM. 1.3% of 310,000 active. Q96LB2. AID 588676. MRGX1-HEK293 calcium flux, Fluo-4, BAM8-22 antagonism; stronger effect = lower value;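 active = calcium-response B-score plate-corrected more than 3 library SD below zero, starting fluorescence within 5 deviations, no agonist response on first addition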;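 also: peak minus trough fluorescence over baseline after final BAM8-22 challenge near maximal dose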
# An asterisk follows results filed as active; i = inactive; / = no result given. Not all compounds are listed (hit frequency here may not be typical).
# Start of the listing, in advance:
SMILES,TRPC4 inh,TRPC4 potent,AI-2 QS mod,TRPC6 act,TRPC6 inh,MrgX1 agonist,TRPC4 agonist,PolyA inh,MrgX1 PAM,HIF activator,MrgX1 antagonist
O=C(Nc1ccc(-c2nnn(CC(=O)N3CCN(C(=O)c4ccco4)CC3)n2)cc1)c1ccccc1F,i,i,16,i,i,i,i,i,i,0.7,i
COc1cccc(CNc2ccc3[nH]c(=O)[nH]c3c2)c1OCc1ccccc1F,i,i,11,i,i,i,i,i,i,-1.5,i

# This part in full, repeating the preview:
SMILES,TRPC4 inh,TRPC4 potent,AI-2 QS mod,TRPC6 act,TRPC6 inh,MrgX1 agonist,TRPC4 agonist,PolyA inh,MrgX1 PAM,HIF activator,MrgX1 antagonist
O=C(Nc1ccc(-c2nnn(CC(=O)N3CCN(C(=O)c4ccco4)CC3)n2)cc1)c1ccccc1F,i,i,16,i,i,i,i,i,i,0.7,i
COc1cccc(CNc2ccc3[nH]c(=O)[nH]c3c2)c1OCc1ccccc1F,i,i,11,i,i,i,i,i,i,-1.5,i
COc1ccc(OC)c2sc(N(CCN(C)C)C(=O)c3ccc4ccccc4c3)nc12,i,12*,20,i,-7.6*,i,i,i,i,-0.1,i
COc1ccccc1CCC(=O)NCCCn1ccc2ccccc21,i,i,31,i,i,i,i,i,i,-0.6,i
Cc1ccc(Cn2ccc(NC(=O)c3cc(-c4cccc(Cl)c4)on3)n2)cc1,i,i,19,i,i,i,i,i,i,0.3,i
CCOc1ccc(N2C(=O)Nc3ccccc3C2(O)C(=O)N2CCN(c3ccccn3)CC2)cc1 (stereo unspecified),i,i,10,i,i,i,i,i,i,-0.4,i
CNc1nc(N)c([N+](=O)[O-])c(NCc2ccccc2)n1,i,i,-9,i,i,i,i,i,i,-0.9,i
Cc1ccc(S(=O)(=O)Oc2ccc(/C=C(/NC(=O)c3ccccc3)C(=O)NCCCC(=O)O)cc2)cc1,i,i,11,i,i,i,i,i,i,-0.4,i
Cc1ccc(C(=O)C2=C(O)C(=O)N(Cc3cccnc3)C2c2cccc([N+](=O)[O-])c2)o1 (stereo unspecified),i,i,14,i,i,i,i,i,i,-1.0,i
Cc1c(NC(=O)c2cccs2)cccc1-c1nc2ccccc2s1,i,i,21,i,i,i,i,i,i,1.7,i
Cn1c(Cc2cccc3ccccc23)nnc1SCC(=O)N1CCN(c2cccc(Cl)c2)CC1,i,i,26,i,i,i,i,i,i,0.2,i
COCCNC(=O)NC(=O)COC(=O)c1cc([N+](=O)[O-])ccc1Sc1nc(C)cs1,i,i,12,i,i,i,i,i,i,-0.6,i
O=C(CNC(=O)Cc1ccccc1)NCC(=O)OCC(=O)c1ccc(F)cc1,i,i,5,i,i,i,i,i,i,0.4,i
Cc1ccc(C)c(N2CCN(S(=O)(=O)c3cn(C)cn3)CC2)c1,i,i,2,i,i,i,i,i,i,-0.4,i
Cc1nonc1C(=O)N/N=C/c1ccccc1,i,i,22,i,i,i,i,i,i,0.1,i
Cc1ccc(Nc2nc(C)cc(C)n2)c(Br)c1,i,i,31,i,i,i,i,i,i,1.1,i
Cc1ccc(C(C)NC(=O)c2cc3cc(Br)ccc3oc2=N)cc1 (stereo unspecified),i,i,13,i,i,i,i,i,i,0.2,i
O=C(O)C1CCN(S(=O)(=O)N2CCOCC2)CC1,i,i,34,i,i,i,i,i,i,-0.4,i
COc1ccc(OCC(=O)O/N=C(\N)c2ccc(OC)c(OC)c2)cc1,i,i,8,i,i,i,i,i,i,-0.2,i
COc1ccc(NC(=O)C(C)N2C(=O)c3ccccc3S2(=O)=O)c(OC)c1 (stereo unspecified),i,i,-1,i,i,i,i,i,i,0.3,i
O=C(Nc1nnc(-c2ccc3c(c2)CCCC3)o1)c1ccc(Cl)cc1Cl,i,i,72,i,i,i,i,i,i,-0.4,i
CC(C)(C)c1ccccc1OCCCCCNCCO,i,i,5,i,i,i,i,i,i,-0.5,i
CCOC(=O)C1CCN(S(=O)(=O)c2ccc3c(ccn3C)c2)CC1,i,i,22,i,i,i,i,i,i,-0.2,i
CCCCN(CC)CCCNC(=O)Cn1nc(Cc2cccnc2)c2ccccc2c1=O,i,i,26,i,i,i,134*,i,i,0.0,i
Cc1ccc(S(=O)(=O)NCc2ccco2)c(C)c1C,i,i,11,i,i,i,i,i,i,0.2,i
COc1cc(O)c2c(=O)c(-c3ccc(O[C@@H]4O[C@H](CO)[C@@H](O)[C@H](O)[C@H]4O)cc3)coc2c1,i,i,16,i,i,i,i,i,i,1.8,i
O=C(CCCCn1c(=O)[nH]c2ccccc2c1=O)NCCc1c[nH]c2ccccc12,i,i,-7,i,i,i,i,i,i,-0.3,i
CSCCC(NC(=O)COc1ccccc1)C(=O)OCCOc1ccc(Br)cc1 (stereo unspecified),i,i,26,i,i,i,i,i,i,-48,i
CCCCCCCCCCCCCCCC[n+]1cccc(C(=O)N(CC)CC)c1,i,i,13,i,i,i,i,i,i,0.0,i
O=c1c2ccccc2nnn1CCO,i,i,14,i,i,i,i,i,i,-0.1,i
CC(C)CN(CC(C)C)c1nnc(NC(=O)Cn2c(=O)oc3ccccc32)s1,i,i,7,i,i,i,i,i,i,-0.3,i
COc1cc(/C=N/NC(=O)C[n+]2ccccc2)cc(OC)c1OC(C)=O,i,i,23,i,i,i,i,i,i,0.2,i
CCc1ccc(C2=CSC3=NCCN23)cc1,i,i,12,i,i,i,i,i,i,1.7,i
CCC(=O)Nc1cnc(NC(=O)c2cccc(F)c2)cc1C,i,i,17,i,i,i,i,i,i,1.6,i
CCOc1ccc(-c2cc(C(=O)OC)nc3c2c(=O)n(C)c(=O)n3C)cc1,i,i,24,i,i,i,i,i,i,-1.1,i
OC(COCC1COc2ccccc2O1)CN1CCN(c2ccc(F)cc2)CC1 (stereo unspecified),i,i,10,i,i,i,i,i,i,-0.4,i
CCOCCCNC(=O)C(NC(=O)CNC(C)=O)c1ccc(Cl)cc1 (stereo unspecified),i,i,1,i,i,i,i,i,i,-1.2,i
COc1cc(CC(=O)OCn2nnc3ccccc3c2=O)cc(OC)c1OC,i,i,2,i,i,i,i,i,i,-1.2,i
CCCn1c(=O)c2ccccc2n2c(SCCOc3ccc(Cl)cc3)nnc12,i,i,11,i,i,i,i,i,i,-0.4,i
CCCCn1nnnc1SCC(=O)N1CCCC1,i,i,-6,i,i,i,i,i,i,0.4,i
CC1CCN(C(=O)COC(=O)c2cccc(NS(=O)(=O)c3ccccc3)c2)CC1,i,i,16,i,i,i,i,i,i,2.5,i
Cc1cc(C)nc(NC2=NCC(=O)N2c2ccc3c(c2)OCCO3)n1,i,i,7,i,i,i,i,i,i,0.1,i
CCOC(=O)c1ccc(NC(=O)c2nc[nH]c2C(=O)N[C@@H](CC(C)C)C(=O)OC(C)(C)C)cc1,i,i,8,i,i,i,i,i,i,-0.1,i
C/C=C\C=C/C(=O)Nc1cccc(C2=NOC3(C2)C[C@@H](C(N)=O)N(C(=O)c2ccc(Cl)cc2)C3)c1 (stereo partly specified),i,i,-15,i,i,i,i,i,i,-0.2,i
Cc1ccc(NC(=O)c2cc(-c3ccc(F)cc3)on2)cc1C,i,i,11,i,i,i,i,i,i,0.8,i
COCCn1c(COc2cccc(OC)c2)nnc1SCC(=O)NC1CCCC1,i,i,-2,i,i,i,i,i,i,-0.1,i
Cc1ccc(CNC(=O)c2ccc(N3CCC4(CC3)CC(c3ccccc3)=NO4)c([N+](=O)[O-])c2)cc1,i,i,7,i,i,i,i,i,i,-0.5,i
CCOC(=O)c1ccc(NC(=O)N(CC)CC)cc1,i,i,11,i,i,i,i,i,i,1.9,i
CCOc1ccc2nc(NC(=O)c3cnc(C)cn3)sc2c1,i,i,19,i,i,i,i,i,i,0.3,i
O=C(Nc1ccccc1)Nc1cc([N+](=O)[O-])ccc1F,i,i,6,i,i,i,i,i,i,-0.2,i

# Next part
SMILES,TRPC4 inh,TRPC4 potent,AI-2 QS mod,TRPC6 act,TRPC6 inh,MrgX1 agonist,TRPC4 agonist,PolyA inh,MrgX1 PAM,HIF activator,MrgX1 antagonist
CC(C)NC(=O)c1ccc(CNC(=O)OCC(F)(F)F)cc1,i,i,17,i,i,i,i,i,i,1.7,i
c1cncc(CSc2nnc3ccc(-c4ccncc4)nn23)c1,i,i,6,i,i,i,i,i,i,0.2,i
Cc1ccccc1N1C(=O)c2cccc3cccc(c23)C1=O,i,i,5,i,i,i,i,i,i,0.2,i
COc1ccc2[nH]c(=O)c(CN(C(=O)C3CCCO3)c3ccc(C)cc3)cc2c1 (stereo unspecified),i,i,21,i,i,i,i,i,i,0.1,i
Cc1cccc(NC(=O)CSc2nccn2Cc2ccco2)c1C,i,i,3,i,i,i,i,i,i,1.2,i
CC(=O)c1ccc([N+](=O)[O-])c(CS(=O)(=O)c2ccc(Cl)cc2)c1,i,i,-1,i,i,i,i,i,i,-0.4,i
Cc1c(C)c2ccc(OCC(=O)N3CCN(C(=O)C4COc5ccccc5O4)CC3)cc2oc1=O (stereo unspecified),i,i,7,i,i,i,i,i,i,-0.4,i
CCCCn1c(SCC(=O)NCCOC)nc2ccc(N3CCOCC3)cc2c1=O,i,i,18,i,i,i,i,i,i,0.1,i
COc1cc(-c2nc3ccccn3c2/N=C/c2cccc(F)c2)ccc1O,i,i,7,i,i,i,i,i,i,0.4,i
CN(C)c1nc(NCc2ccccc2)nc(SCC(=O)Nc2ccccc2Cl)n1,i,i,7,i,i,i,i,i,i,-1.0,i
Cn1c(=O)[nH]c(=O)c2c1nc(NCCCn1ccnc1)n2Cc1ccccc1,i,i,16,i,i,i,i,i,i,-0.5,i
COc1ccc(C(C(=O)NC(C)(C)C)N(C(=O)CNC(=O)c2cccs2)c2ccc(C(C)C)cc2)cc1OC (stereo unspecified),i,i,14,i,i,i,i,i,i,-0.5,i
CS(=O)(=O)c1ccccc1C(=O)N(CCc1ccccc1)Cc1ccccc1,i,i,17,i,i,i,i,i,i,0.5,i
Cc1ccc(C(=O)Oc2ccc(C(=O)COC(=O)C3CC(=O)N(Cc4ccco4)C3)cc2)cc1 (stereo unspecified),i,i,15,i,i,i,i,i,i,0.5,i
N#C[C@@H]1[C@@H]2C(=O)N(c3ccc4c(c3)OCCO4)C(=O)[C@@H]2C2c3ccccc3C=CN21 (stereo partly specified),i,i,37,i,i,i,i,/,i,0.5,i
